Source: PubChem BioAssay
Tb PGK inh – T. brucei PGK inhibition. P07378. PGK/GAPDH coupled, Kinase-Glo luminescence, 60 min. Potency, µM (top dose mostly 57.5 µM), for the others: at the top dose activity change, negative = inhibition, most hits filed as inhibitors. 380,000 compounds, 0.043% hits. AID 602233; further: potency means the concentration at half of the fitted maximal effect; on the % scale 0 is the no-effect control and ±100 the full control effect; nearly all actives have a fitted effect of over 60% in size
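Luminescent ATP detection (Kinase-Glo Plus) follows a 60-minute room-temperature incubation, with wells lacking PGK as controls. Buffer: 100 mM TEA (pH 7.6), 5 mM MgCl2, 0.01% Tween-20. Coupling enzyme GAPDH (100 nM final) supplies unstable 1,3-BPG in-well.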
USP1 inh – blocks the human USP1/UAF1 deubiquitinase complex; Potency, µM (titrated, usually from 57.1 µM), for inactives: at the top dose activity change, negative = inhibition, hits mostly inhibitors; recombinant USP1/UAF1, Ub-Rhodamine cleavage fluorescence; 390,000 compounds, 0.23% hits; further: potency means the concentration at half of the fitted maximal effect; on the % scale 0 is the no-effect control and ±100 the full control effect; nearly all actives have a fitted effect of over 60% in size; inactives centre near -12
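Step one: compound is pinned into 1nM USP1/UAF1 in HEPES pH 7.8 buffer with TCEP. Step two: 15 min room-temperature incubation. Step three: Ub-Rho (150nM final) starts cleavage, tracked by fluorescence over six one-minute reads.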
Pin1 inhibitor – human Pin1 inhibition. Q13526. Pin1 FP peptide displacement, HiFluor488, 10 min. Potency, µM (top dose mostly 115 µM), for the others: at the top dose activity, negative = inhibition, usual class: inhibitors. 390,000 compounds, 0.009% hits. AID 504891; active means well fitted inhibition curve with a large enough effect in the polarisation, with a control signal flat, not every such curve was filed as active; inconclusive means small, poorly fitted or top-dose-only effect, or effect the other way, or a change in a side signal; inactive means no such curve, though single readings can be large or run the other way; the % refers to the polarisation; further: potency means the concentration at half of the fitted maximal effect; on the % scale 0 is the no-effect control and ±100 the full control effect
HP1b binding inh – blocks HP1-beta chromodomain binding to methylated histone tails. P83916. AlphaScreen HP1-beta / biotin-H3K9me3 peptide binding. Potency, µM (titrated, usually from 114 µM), inactives show top-dose activity change, negative = inhibition, hits mostly inhibitors. 390,000 compounds, 0.56% hits; further: potency means the concentration at half of the fitted maximal effect; nearly all actives have a fitted effect of over 70% in size; inactives centre near 23
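AlphaScreen: HP1-beta (50 nM) preformed 30 min with biotin-H3(1-18)K9me3 peptide (50 nM) in PBS pH 7.4, 0.01% Tween-20. Compound added for 30 min at RT, then streptavidin donor/nickel chelate acceptor beads (10 ug/mL) for 30 min.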
rTrxR1 inhibitor – inhibitors of rat thioredoxin reductase 1; O89049; recombinant rTrxR1, NADPH fluorescence consumption, selenite substrate; Potency, µM (titrated, usually from 114 µM), without a hit: top-dose activity change, negative = inhibition, most hits filed as inhibitors; 390,000 compounds, 1% hits; AID 588453; further: potency means the concentration at half of the fitted maximal effect; on the % scale 0 is the no-effect control and ±100 the full control effect; nearly all actives have a fitted effect of over 65% in size
Target sequence (O89049 whole entry, looked up): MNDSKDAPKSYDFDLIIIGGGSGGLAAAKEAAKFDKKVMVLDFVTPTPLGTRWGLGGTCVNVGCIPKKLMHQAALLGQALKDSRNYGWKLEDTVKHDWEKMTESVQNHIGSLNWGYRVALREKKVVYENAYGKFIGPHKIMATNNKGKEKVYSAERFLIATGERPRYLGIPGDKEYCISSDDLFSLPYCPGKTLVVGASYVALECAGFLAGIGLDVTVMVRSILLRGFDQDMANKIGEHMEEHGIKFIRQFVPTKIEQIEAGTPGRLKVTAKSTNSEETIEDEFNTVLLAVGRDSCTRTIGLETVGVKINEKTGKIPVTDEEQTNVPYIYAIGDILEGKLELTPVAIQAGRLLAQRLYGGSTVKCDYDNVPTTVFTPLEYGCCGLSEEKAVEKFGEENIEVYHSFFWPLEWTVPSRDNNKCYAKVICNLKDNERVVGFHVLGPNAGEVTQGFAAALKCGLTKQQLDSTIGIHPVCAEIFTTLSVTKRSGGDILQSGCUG
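Rat TrxR1 (90 nM in the dispensed reagent) was pre-reduced with 400 uM NADPH for 5 min at room temperature, then incubated with compound for 15 min. After 400 uM selenite was added, NADPH fluorescence (Ex 340/Em 450 nm) was followed for 8 min.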
IDH1 R132H inh – inhibitors of human mutant IDH1 R132H. O75874. IDH1-R132H enzyme, NADPH consumption, diaphorase/resazurin fluorescence. Potency, µM (doses to about 76.6 µM), for inactives: top-dose activity change, negative = inhibition, actives largely listed as inhibitors. 390,000 compounds, 0.093% hits. AID 602179; further: potency means the concentration at half of the fitted maximal effect; on the % scale 0 is the no-effect control and ±100 the full control effect; nearly all actives have a fitted effect of over 65% in size
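IDH1-R132H (0.5 ug/mL dispensed) in pH 7.5 Tris buffer was preincubated 30 min with compound, then given a substrate mix of 0.016 mM NADPH and 2 mM alpha-KG for 80 min at room temperature; remaining NADPH was read by diaphorase/resazurin fluorescence.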
TrxR1 substrate – substrates of rat thioredoxin reductase 1; 390,000 compounds, 0.01% hits; purified TrxR1 substrate turnover, NADPH consumption readout; AID 588456; Potency, µM (series often up to 114 µM), inactives show at the highest dose activity change, negative = substrate turnover; further: potency means the concentration at half of the fitted maximal effect; on the % scale 0 is the no-effect control and ±100 the full control effect; nearly all actives have a fitted effect of over 50% in size
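Rat TrxR1, dispensed at 90 nM, was prereduced with 400 uM NADPH (final) for 5 min at ~22 deg C, then incubated with compound 15 min before 400 uM selenite. A first-read NADPH fluorescence drop versus no-compound background flagged substrates.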
GLS inh – inhibitors of human glutaminase (GLS); O94925; GLS enzymatic activity, qHTS titration; Potency, µM (top dose mostly 45.5 µM), without a hit: at the top dose activity change, negative = inhibition, actives largely listed as inhibitors; 410,000 compounds, 0.21% hits; AID 624170; further: potency means the concentration at half of the fitted maximal effect; on the % scale 0 is the no-effect control and ±100 the full control effect
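Glutamate formation by hKGA was monitored fluorometrically using coupled glutamate oxidase, HRP and Amplex Red. Substrate was added as 1 mM L-glutamine solution; incubation was 30 min at RT after an initial read.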
PI4K2A inh – PI4K2A (human) kinase inhibition; Q9BTU6; purified PI4K2A, ADP-Glo luminescence, 1 h; active compounds read low; activity change, negative = inhibition, % at 76.9 µM; 420,000 compounds, 0.13% hits; in the data active means activity change below about -50%; inconclusive means mostly about -30% to -49%;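 further: -100% = wells without enzyme as full effect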
Target sequence (Q9BTU6 whole entry, looked up): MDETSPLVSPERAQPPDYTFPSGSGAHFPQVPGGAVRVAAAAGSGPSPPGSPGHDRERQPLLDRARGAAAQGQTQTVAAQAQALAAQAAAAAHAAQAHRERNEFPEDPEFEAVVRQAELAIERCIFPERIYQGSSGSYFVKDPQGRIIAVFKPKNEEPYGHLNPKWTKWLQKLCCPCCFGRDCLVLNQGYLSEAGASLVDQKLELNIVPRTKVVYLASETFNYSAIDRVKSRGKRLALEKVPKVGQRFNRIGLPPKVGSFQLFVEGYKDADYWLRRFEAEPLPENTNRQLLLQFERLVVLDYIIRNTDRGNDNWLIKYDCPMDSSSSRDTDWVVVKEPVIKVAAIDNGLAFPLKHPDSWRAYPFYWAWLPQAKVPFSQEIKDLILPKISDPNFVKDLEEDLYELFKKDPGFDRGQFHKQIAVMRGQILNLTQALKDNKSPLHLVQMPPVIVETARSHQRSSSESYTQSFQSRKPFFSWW
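PI4K2A activity was measured by ADP-Glo luminescence: enzyme (4 ug/mL stock) and phosphatidylinositol (1.2 mM stock) in Tris pH 7.5/MgCl2/EGTA/Triton X-100 buffer were reacted with ATP (300 microM stock) for one hour at ambient temperature.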
* marks the source's active call; other numbers are inactive results; i = inactive; ? = inconclusive; · = no result given; & = joins results of further samples; [ ] = remark or other dose. Unless noted, the call rests on the fitted dose curve; in most records, active means well fitted curve in the direction sought with a large enough effect; inconclusive means small, poorly fitted or top-dose-only effect, or another doubt; inactive means no such curve, though single readings can be large; an effect the other way counts as inactive or inconclusive. An excerpt; the hit share may differ from the screen's.

Tb PGK inh	USP1 inh	Pin1 inhibitor	HP1b binding inh	rTrxR1 inhibitor	IDH1 R132H inh	TrxR1 substrate	mol	GLS inh	PI4K2A inh
-6.6%	-11.2%	-3.3%	-2.4%	-1.6%[11.4 µM]	4.2%	-1.9%[11.4 µM]	Cc1cc(C(=O)CN2CCC(C)CC2)c(C)n1-c1ccccc1F	-8.4%	-0.2
i	3.6%	-11.5%	-1.3%	-0.6%	-4.0%	-0.4%	O=c1cc(CSc2nnc(COc3cccc4ccccc34)o2)c2ccccc2[nH]1	1.7%	-0.8
i	-17.1%	8.1%	22.2%	20.0%[57.1 µM]	9.1%	51.5%[activator][57.1 µM]	Cc1cc(NCCCN(C)C)n2c(nc3ccccc32)c1C#N	-27.3%	2.1
0.0%	-19.6%	-1.7%	33.4%	7.1%	5.8%	4.5%	COc1ccccc1N1CCN(C(=O)CSc2ncnc3c2cnn3-c2ccc(C)c(C)c2)CC1	-2.8%	-1.8
-3.9%	?	3.6%&2.0%	12.6%&49.4%	-7.1%[57.1 µM]	4.9%&13.2%	6.2%[57.1 µM]	CCCCCCCCCCCCCCCCn1cc[n+](C)c1	?	-0.7&4.5
i	-28.9%	14.1%	23.2%	-7.0%	9.6%	-0.8%	CN(C[C@H](Cc1ccccc1)N(C[C@@H](Cc1cccc2ccccc12)N(CCc1ccccc1)N=O)N=O)N=O	1.3%	-4.3
-5.9%	-14.7%	-0.4%	20.3%	12.6%[11.4 µM]	-9.0%	3.5%[11.4 µM]	COc1ccc(C=C(NC(=O)c2ccccc2)C(=O)O)cc1OC	9.6%	5.5
-6.4%	4.3%	-3.0%	32.9%	-11.8%	4.8%	-12.3%	CC(=N\NC(=O)c1ccc([N+](=O)[O-])cc1)/C(=N/O)C(=O)Nc1ccccc1	22.2%	5.3
-4.3%	-23.2%	-6.2%	44.5%[activator]	-5.1%	3.2%	-7.4%	COc1ccc(C=NNC(=O)CCCC(=O)NN=Cc2ccc(OC)c(O)c2)cc1O	-1.9%	0.1
0.9%	-6.1%	-3.9%	25.2%	8.2%[57.1 µM]	5.1%	2.3%[57.1 µM]	COCCn1c(SCC(=O)c2ccc(C)cc2)nc2cc(C(=O)NC3CCCC3)ccc2c1=O	6.5%	-4.0
-6.5%	0.9%	0.7%	8.4%	22.8%	4.2%	-3.0%	CCOc1ccc(CN2CCN(Cc3cnc(-c4ccccc4)s3)CC2CCO)cc1 (centres undefined)	2.8%	0.5
i	-1.6%	0.2%	22.0%	5.0%	-3.3%	2.7%	Cc1ccc(N2CC(C(=O)Nc3ccc4c(c3)OCCO4)CC2=O)cc1 (centres undefined)	-4.1%	0.6
·	·	-2.3%&1.6%	44.0%[activator]	12.5%&5.6%	·	2.1%&5.6%	Nc1nc(NCc2cccc(Cl)c2)c2[nH]cnc2n1	·	·
4.0%	-8.3%	-1.5%	3.0%	-25.4%	7.9%	-18.8%	Cc1cc(N2C(=O)C(O)=C(C(=O)c3ccco3)C2c2ccc([N+](=O)[O-])cc2)no1 (centres undefined)	19.5%	-9.1
i	-3.2%	-13.5%	32.4%	-4.9%	5.1%	-7.9%	CN1C(=O)NC(NC(=O)c2ccncc2)(C(F)(F)F)C1=O (centres undefined)	4.4%	-1.5
-1.8%	-2.6%	21.0%	11.7%	11.5%	0.0%	-3.3%	COc1ccc(C(=O)CCC(=O)Nc2cccc(Cl)c2)cc1	0.0%	3.4
5.8%	-14.8%	4.1%	37.4%[activator]	31.4%	0.3%	0.2%	O=C(c1ccccc1)c1ccccc1NC(=O)C1CCCN1Cc1ccccc1 (centres undefined)	9.2%	-1.4
12.5%	-8.4%	-0.4%	16.5%	25.5%	1.8%	3.7%	O=C(NCCc1ccccc1)C(=O)NN=C1CCCC1	-1.8%	-1.8
-9.7%	?	0.2%	12.4%	15.1%	0.7%	10.7%	O=C(Nc1ccc(F)cc1)NC1CCCCC1	6.8%	-4.7
-7.9%	-20.9%	0.2%	18.7%	12.0%	9.6%	1.9%	CC[C@H](C)[C@H](NC(N)=O)C(=O)NCCc1ccc(OC)cc1	-9.0%	1.3
7.2%	-7.6%	1.0%	18.2%	-7.9%	-1.3%	-2.4%	COc1cc(/C=N/n2cnnc2)ccc1OCCSc1ccc(C)cc1	2.5%	-4.1
-7.2%	-20.7%	29.6%	?	-24.5%	?	-0.7%	COc1ccc(C2C(C#N)=C3NC(=O)c4c(sc5c4CCCCC5)N3C3=C2C(=O)CC(C)(C)C3)cc1 (centres undefined)	2.7%	0.3
-5.2%	4.4%	28.0%	30.2%	-21.3%	8.2%	-15.8%	COC(=O)c1cc(NC(=O)COC(=O)CCc2nc3ccccc3c(=O)[nH]2)cc(C(=O)OC)c1	2.2%	-1.6
12.0%	-4.3%	1.4%	40.7%[activator]	1.0%	-8.7%	0.4%	NC(=O)c1oc2ccccc2c1NC(=O)CS(=O)(=O)c1ccccc1	3.6%	2.2
i	-13.0%	-1.4%	?	-1.1%	2.4%	-9.3%	COc1ccc(OCCNc2cc(N3CCCCC3)ccc2[N+](=O)[O-])cc1	-17.0%	3.8
-5.0%	-20.9%	4.1%	17.6%	-0.9%	-0.7%	-0.7%	Nc1c2c(nc3cccc(Cl)c13)N(c1ccccc1)CC2	-10.0%	-7.0
-4.5%	0.3%	5.7%	6.2%	4.7%	-4.7%	-1.8%	COc1ccc(Br)cc1CNC(=O)C1CCCN(c2nc3ccccc3o2)C1 (centres undefined)	-1.1%	-3.2
-4.6%	-16.8%	-3.0%	27.8%	21.7%	0.0%	2.1%	CCc1ccc(NC(=O)CCC(=O)c2ccccc2)cc1	1.3%	6.6
-0.6%	-14.1%	-0.4%	7.4%	1.7%[57.1 µM]	-22.9%	-4.3%[57.1 µM]	NC(N)=NS(=O)(=O)c1ccc(N=C2C(=O)Nc3ccccc32)cc1	-4.6%	3.6
-8.9%	-28.4%	-3.8%	?	9.7%	3.8%	3.1%	Clc1ccccc1CN1CCN(/N=C/C=C/c2ccco2)CC1	14.1%	-7.4
-3.6%	-1.6%	0.3%	2.1%	15.2%	-3.3%	-0.5%	CCOc1cc(N2CCOCC2)c(OCC)cc1NC(=O)C(C)C	-13.6%	9.5
-7.3%	-2.2%	-5.3%	19.2%	22.0%[57.1 µM]	0.5%	4.4%[57.1 µM]	O=C(NCC(=O)N(c1ccc(F)cc1)C(C(=O)NC1CCCC1)c1ccncc1)c1ccco1 (centres undefined)	-0.7%	-2.4
-6.6%	-10.9%	3.3%	31.8%	27.7%	-2.8%	12.7%	CC(C)(C)C(=O)Nc1ccc(C(=O)N/N=C/C2CC3C=CC2C3)cc1 (centres undefined)	8.7%	-0.3
-4.7%	-26.1%	-8.1%	21.6%	8.0%[57.1 µM]	2.2%	10.1%[57.1 µM]	Cn1c(N)c(C(=O)c2ccccc2)c(=O)n(C)c1=O	1.0%	7.8
i	-9.1%	0.0%	26.4%	0.2%[57.1 µM]	2.0%	-8.2%[57.1 µM]	COC(=O)N/N=C/c1cc([N+](=O)[O-])cc(Br)c1O	7.6%	2.7
5.9%	-12.6%	8.7%	40.3%[activator]	0.8%	-5.6%	-7.1%	CC(Sc1nnnn1-c1ccccc1)C(=O)Nc1ccccc1-c1ccccc1 (centres undefined)	17.4%	0.2
-6.0%	-14.4%	-1.9%	40.6%[activator]	7.9%[57.1 µM]	2.9%	-4.8%	C=CCc1ccc(OCCCOc2ccc(C)cc2OC)c(OC)c1	1.2%	-0.4
-6.1%	-18.4%	-0.3%	20.1%	14.6%[57.1 µM]	1.2%	9.8%[57.1 µM]	CCCC(=O)Nc1nnc(S(=O)(=O)N(CC)c2ccc(OC)cc2)s1	-14.8%	4.4
-1.4%	-6.7%	-0.6%	44.7µM*	-76.5%	4.8%	-21.0%[11.4 µM]	CCOC(=O)C1=C(C)N(c2ccc(OCC)cc2)C(=O)/C1=C\c1ccco1	1.5%	-9.8
-6.7%	-14.7%	9.3%	32.2%	-9.1%	6.9%	-5.0%	O=C(Nc1ccccc1-c1ccccc1)C12CC3CC(CC(C3)C1)C2	6.4%	0.7
-1.5%	-13.2%	·	·	·	-1.7%	·	COCCN(C(=O)CSc1nnc(-c2ccccc2F)o1)c1c(N)n(Cc2ccccc2)c(=O)[nH]c1=O	1.2%	-3.5

Profiles from above:
C=CCc1ccc(OCCCOc2ccc(C)cc2OC)c(OC)c1 in the list: Tb PGK inh = -6.0%; USP1 inh = -14.4%; Pin1 inhibitor = -1.9%; HP1b binding inh = 40.6%[activator]; rTrxR1 inhibitor = 7.9%[57.1 µM]; IDH1 R132H inh = 2.9%; TrxR1 substrate = -4.8%; GLS inh = 1.2%; PI4K2A inh = -0.4
O=C(Nc1ccccc1-c1ccccc1)C12CC3CC(CC(C3)C1)C2 in the list: Tb PGK inh = -6.7%; USP1 inh = -14.7%; Pin1 inhibitor = 9.3%; HP1b binding inh = 32.2%; rTrxR1 inhibitor = -9.1%; IDH1 R132H inh = 6.9%; TrxR1 substrate = -5.0%; GLS inh = 6.4%; PI4K2A inh = 0.7
